Screens deposited in PubChem by several laboratories.
NS3 helicase inh – inhibitors of Hepatitis C virus NS3 helicase. NS3 helicase DNA unwinding, Cy5 molecular beacon fluorescence. inhibition, % at 10.9 µM. hit rate 0.56% among 290,000;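 active = inhibition above the mean of all tested compounds plus 3 SD, set per campaign, cut at about 35% in these data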;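 also: 0% = DMSO wells and 100% = thioflavine S control wells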
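Test system: hepatitis C virus NS3 helicase domain fragment enzyme. Also added: annealed dual-labelled DNA beacon duplex, ATP-started. Timing: 60 min unwinding reaction at 25 °C after ATP addition. Technique: Cy5 fluorescence. Measure: % inhibition of unwinding.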
VIM-2 inh – blocks Pseudomonas aeruginosa VIM-2 metallo-beta-lactamase | purified VIM-2, nitrocefin hydrolysis, epi-absorbance fluorescence | AID 1527 | hit rate 0.89% among 290,000 | inhibition, % at 5.6 µM;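 active = inhibition above the mean of all tested compounds plus 3 SD, cutoff set per screening run, cut at about 7.5% in these data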;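 also: red hydrolysis product quenches plate fluorescence so inhibitors raise well fluorescence; 0% = enzyme with DMSO and 100% = DMSO without enzyme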
V1R ag counter – counter-screen for oxytocin receptor agonists: human V1a receptor agonists | CHO-V1R cells, Fluo-8 calcium fluorescence, agonist mode; 0% DMSO, 100% 3 nM vasopressin | AID 2797 | activation, % at 3 µM | hit rate 0.25% among 320,000 | P37288;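 active = activation above the mean activation of all tested compounds plus 3 SD, per screening run, cut at about 20% in these data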;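 also: signal is peak over basal fluorescence ratio across a 100 second FLIPR read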
Target sequence (P37288 whole entry, looked up): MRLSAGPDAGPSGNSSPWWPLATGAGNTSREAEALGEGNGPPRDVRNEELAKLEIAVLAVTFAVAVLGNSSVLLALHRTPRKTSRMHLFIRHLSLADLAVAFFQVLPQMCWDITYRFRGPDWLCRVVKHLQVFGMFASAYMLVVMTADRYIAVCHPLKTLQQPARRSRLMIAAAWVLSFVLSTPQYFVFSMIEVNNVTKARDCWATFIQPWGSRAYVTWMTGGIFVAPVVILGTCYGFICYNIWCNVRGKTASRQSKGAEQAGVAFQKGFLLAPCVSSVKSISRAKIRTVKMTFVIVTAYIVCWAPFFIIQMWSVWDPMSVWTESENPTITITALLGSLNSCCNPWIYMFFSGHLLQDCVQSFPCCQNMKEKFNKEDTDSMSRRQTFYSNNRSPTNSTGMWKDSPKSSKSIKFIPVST
GPR7 antagonist – antagonists of human GPR7 (neuropeptides B/W receptor 1); P48145; GPR7-expressing cells, fluorescence antagonist assay; inhibition, % at 4.4 µM; hit rate 1.1% among 290,000; AID 1861; in the data active = inhibition above about 16%, passing the limit was not always enough;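 also: cells stimulated with the agonist NPW; 0% = agonist with vehicle and 100% = vehicle without agonist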
DNA FID counter – counter-screen for HCV NS3 helicase inhibitors: DNA intercalator displacement | DNA fluorescent intercalator displacement, fluorescence | inhibition, % at 7.9 µM | hit rate 0.17% among 290,000; in the data active = inhibition above about 37%;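 also: 0% = vehicle and 100% = reference compound; higher means more ethidium bromide displaced from hairpin DNA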
OXTR agonist – activates the human oxytocin receptor; hit rate 0.32% among 320,000; CHO-OTR cells, Fluo-8 calcium fluorescence; normalized: DMSO 0%, oxytocin 100%; P30559; activation, % at 3 µM;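 active = activation above the mean of all tested compounds plus 3 SD, cutoff set per screening run, cut at about 20% in these data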;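 also: peak over basal fluorescence ratio from a 100 s FLIPR kinetic read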
GalR3 antag – antagonists of human GalR3; O60755; HEK293 GalR3-CNG cAMP membrane potential fluorescence; galR3 body fused to GalR1 C-terminus; inhibition, % at 3 µM; hit rate 0.44% among 360,000; AID 651719;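 active = inhibition above the screen-wide average plus 3 SD, cut at about 13% in these data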;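 also: forskolin and galanin both at EC90 stimulate the cells; cAMP rise reported by CNG channel membrane potential dye signal; 0% = forskolin plus galanin with DMSO and 100% = forskolin alone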
IMP-1 inhibitor – blocks Pseudomonas aeruginosa IMP-1 metallo-beta-lactamase | purified IMP-1, nitrocefin hydrolysis, epi-absorbance fluorescence | inhibition, % at 5.6 µM | hit rate 0.45% among 290,000 | AID 1556;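 active = inhibition above the mean plus 3 SD of all compounds in the same screening run, cut at about 4.5% in these data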;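 also: 0% = IMP-1 with DMSO and 100% = DMSO wells lacking enzyme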
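System – purified recombinant IMP-1 beta-lactamase · Input – IMP-1 dispensed at 0.2 nM · Timing – 15 min preincubation plus 25 min reaction at 25 °C · Signal – Epi-absorbance fluorescence, 480 nm excitation, 530 nm emission · Measure – percent IMP-1 inhibition derived from blank-referenced optical density · Controls – Enzyme-plus-DMSO low control, enzyme-free DMSO high control · Replication – singlicate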
PHOSPHO1 inh – PHOSPHO1 (human) inhibition. Q8TCT1. recombinant PHOSPHO1, absorbance phosphatase assay. inhibition, % at 13.3 µM. hit rate 1.1% among 290,000; in the data active = inhibition above about 60%
Target sequence (Q8TCT1 whole entry, looked up): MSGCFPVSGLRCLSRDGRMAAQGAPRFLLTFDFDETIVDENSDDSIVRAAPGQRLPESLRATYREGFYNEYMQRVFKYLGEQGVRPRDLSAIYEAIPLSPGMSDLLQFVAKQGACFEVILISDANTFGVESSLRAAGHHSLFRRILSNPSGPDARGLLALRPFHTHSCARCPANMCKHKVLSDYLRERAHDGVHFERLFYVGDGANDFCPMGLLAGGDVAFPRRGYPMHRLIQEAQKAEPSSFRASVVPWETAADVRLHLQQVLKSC
An asterisk follows results filed as active; · = no result given.

Structure,GalR3 antag,IMP-1 inhibitor,PHOSPHO1 inh,V1R ag counter,VIM-2 inh,DNA FID counter,GPR7 antagonist,NS3 helicase inh,OXTR agonist
CN(C)C(CNc1nnnn1-c1ccccc1)c1ccco1 (stereo unspecified),-8,0.5,17,-0.1,-2.0,-5,3,9,-0.7
CCO[C@H]1OC(C(=O)NC2CC2)=C[C@@H](C2CC2)[C@@H]1CCCO,-3,-1.9,-8,0.9,-2.1,-7,-3,11,1.7
CC(NC(=O)CSCc1ccc(Br)cc1)c1ccccc1 (stereo unspecified),-1,-2.1,11,-1.3,-2.4,-13,-9,3,-0.8
Nc1n[nH]c(-c2ccccc2)c1-c1ccccc1,-7,-2.5,-16,0.6,-5.0,-2,6,-2,0.6
Cn1c(=N)n(CC(=O)c2ccccc2)c2ccccc21,-4,-4.0,-8,-0.6,-4.8,-6,-7,7,-1.8
Cc1nnc(SC(C)C(=O)Nc2nccs2)s1 (stereo unspecified),0,-3.1,23,0.1,-5.0,2,-10,-4,-1.4
O=C1CC(c2ccccc2)CC(O)=C1C=Nc1cccc(Cl)c1 (stereo unspecified),-7,-2.6,-7,-0.1,-5.3,-11,-4,9,-1.5
Cc1ccc(Cc2c(C)nc3nc(SCC(=O)NCCCN4CCOCC4)nn3c2C)cc1,1,-3.8,24,-0.1,-4.1,3,6,-8,0.1
CN(C)CCNC(=O)/C(=C/c1ccc(-c2cccc(Cl)c2)o1)NC(=O)c1ccccc1,-5,-1.3,-4,-0.1,3.2,12,0,-69,-1.6
O=[N+]([O-])c1ccc(Sc2ncccn2)c([N+](=O)[O-])c1,-1,-0.2,24,-1.9,1.6,-1,-4,-5,-0.8
C/C(=N\NC(=O)c1ccccc1F)c1ccc(C#N)cc1,-7,-0.9,40,0.5,-0.5,3,-4,3,-0.9
C=CCSC1=C(C#N)C(c2ccccc2C)CC(=O)N1 (stereo unspecified),-4,-3.2,7,0.7,-2.8,4,-1,0,0.0
Cc1ccc(C)c(NC(=O)COC(=O)Cc2ccsc2)c1,-1,-3.6,24,-0.8,-4.8,-17,3,2,-1.1
CC1CCN(C(=O)CCNC(=O)Cn2cnc3sc4c(c3c2=O)CCCC4)CC1,-4,-0.6,3,-1.3,-1.5,-33,-3,-2,-0.2
COc1cccc(CSc2nc3ccccc3cc2C=O)c1,-1,3.1,28,0.7,0.7,11,14,-6,0.2
CCN(CC)S(=O)(=O)c1ccc(N2CCCC2)c(NC(=O)Cc2cc(OC)c(OC)c(OC)c2)c1,19*,-1.9,46,-0.7,-1.5,-32,0,1,-1.3
COc1cc(C)c(C(N)=O)c(OC)n1,-4,-2.6,0,-0.2,-1.0,-4,-10,0,1.7
COC(=O)c1ccccc1NC(=O)Nc1ccc2c(c1)OCO2,-3,-3.6,2,0.7,-3.0,-3,-9,7,-0.2
CCc1ccc(N(CC(=O)NCc2cccnc2)S(=O)(=O)c2ccccc2)cc1,0,-1.1,4,-0.5,-2.1,-29,-7,9,-0.2
O=C1C(C=NCc2ccccn2)=C(O)c2ccccc21,-4,-3.9,13,0.7,-4.0,1,0,2,-0.5
O=C1CC(C(=O)N(c2ccccc2)C(C(=O)NC2CCCC2)c2ccncc2)CS1 (stereo unspecified),-3,-2.1,23,-0.7,-3.4,-7,-7,1,-0.9
O=C(NCCCCNC(=O)C1CCCC1)C1CCCC1,-3,-5.9,2,0.1,-2.3,0,-15,-1,2.4
FC(F)(F)c1nc2ccccc2nc1N/N=C/c1ccc(Cl)cc1,6,-4.5,-20,-1.8,-1.1,0,-13,3,-2.7
CCN(CC)CCN(Cc1cc2cc(C)ccc2[nH]c1=O)C(=S)Nc1ccccc1,-6,-3.2,24,0.2,-1.2,2,-7,-4,0.2
Cn1c(COc2ccc(F)cc2)nc2ccccc21,-9,-0.9,·,-0.6,-0.9,-6,0,1,-1.4
Nc1nc(Br)c2c(F)cccc2c1-c1ccccc1,-5,-3.3,11,-0.6,-1.4,-4,-2,6,-0.8
CN(NS(=O)(=O)c1ccc(Cl)cc1)c1cnn(C)c(=O)c1Cl,-5,-1.4,7,0.0,-2.6,-2,-15,-1,0.9
O=C(Oc1coc(CSc2ncccn2)cc1=O)c1ccc(Br)o1,3,-1.8,-3,-0.4,0.2,2,-13,4,-1.7
CCCCS(=O)(=O)Nc1ccc2ncn(C)c(=O)c2c1,1,-6.5,-28,-0.4,-0.4,-1,-1,-1,0.3
CC(C)(C)NC(=O)CSc1nc(O)cc(=O)n1-c1ccccc1,-3,0.9,17,0.6,1.9,-50,-12,14,0.4

As a short view, part of the list above:
Structure,GalR3 antag,IMP-1 inhibitor,PHOSPHO1 inh,V1R ag counter,VIM-2 inh,DNA FID counter,GPR7 antagonist,NS3 helicase inh,OXTR agonist
CN(NS(=O)(=O)c1ccc(Cl)cc1)c1cnn(C)c(=O)c1Cl,-5,-1.4,7,0.0,-2.6,-2,-15,-1,0.9
O=C(Oc1coc(CSc2ncccn2)cc1=O)c1ccc(Br)o1,3,-1.8,-3,-0.4,0.2,2,-13,4,-1.7
CCCCS(=O)(=O)Nc1ccc2ncn(C)c(=O)c2c1,1,-6.5,-28,-0.4,-0.4,-1,-1,-1,0.3
CC(C)(C)NC(=O)CSc1nc(O)cc(=O)n1-c1ccccc1,-3,0.9,17,0.6,1.9,-50,-12,14,0.4

Continuation.
Structure,GalR3 antag,IMP-1 inhibitor,PHOSPHO1 inh,V1R ag counter,VIM-2 inh,DNA FID counter,GPR7 antagonist,NS3 helicase inh,OXTR agonist
CCOc1ccc(NC(=O)c2c(OC)cccc2OC)cc1,-6,-2.8,-12,0.1,-2.4,-3,-2,-11,-0.7
O=C(NC1CCN(C(=O)NCc2ccccc2)CC1)c1cccc(F)c1,4,-3.3,31,-0.1,-2.1,-11,-1,6,0.5
Cc1nnc(SCCCn2c(N3CCCCC3)nc3c2c(=O)[nH]c(=O)n3C)s1,-4,-3.7,4,0.4,-0.7,-28,-8,4,-0.5
O=C(Nc1ccccc1Cc1ccccc1)c1ccccc1NS(=O)(=O)c1ccc(Cl)s1,96*,-1.5,-2,11,-1.4,-21,18,-25,14
O=C(Nc1ccccc1)C1CCN(C(=O)c2ccccc2)CC1,-1,-1.6,5,0.8,-3.5,-3,4,0,0.6
Cc1onc(-c2ccccc2Cl)c1C(=O)Nc1ccc(-c2nnc3n2CCCCC3)cc1,1,-2.8,45,0.1,-2.7,-31,-10,-7,1.5
CC1CCN(c2nc(/C=C/c3ccccc3)nc3ccccc23)CC1,-2,0.1,-16,-1.1,-1.5,-1,-9,-13,-2.9
CCOc1ccc(NC(C)=O)cc1,-3,-1.8,25,0.5,-2.0,-2,-13,-6,0.0
CCSC1=NCCN1C(=O)c1c(-c2ccccc2Cl)noc1C,8,-0.3,38,-0.6,0.0,-12,-14,-3,13
OC(COc1ccc2ccccc2c1)Cn1cncn1 (stereo unspecified),-2,-1.7,-45,1.9,0.6,-4,-7,1,2.5
Cc1ccccc1C(=O)Nc1c2c(nc3ccccc13)CCCC2,-5,-3.9,-14,-0.7,-7.1,-1,0,7,-1.2
Cc1ccc(C(=O)N/N=C/c2sc(=O)n(Cc3cccc(C(=O)O)c3)c2Cl)cc1,-2,-2.5,-19,-0.7,-4.6,-18,12,8,-0.9
COc1ccccc1/C=C/C=N/NC(=O)c1ccco1,-5,-3.6,-12,-0.1,-3.2,-9,-15,-4,-1.1
Cc1nc(-c2ccc(S(=O)(=O)Nc3ccc(Br)cc3Cl)s2)cs1,-5,-2.3,51,0.7,-4.5,-35,-12,-7,-2.0
Cc1csc(NC(=O)C2CCCN2C(=O)Oc2ccccc2)n1 (stereo unspecified),-2,-0.6,46,-0.4,0.3,-12,-9,-4,0.0
Cc1nn2cnc3sc4c(c3c2nc1=O)CCCC4,-3,-5.7,-10,-0.9,-1.3,0,-7,-2,-0.5
Cc1ccc(C2SCC(C(=O)O)N2C(=O)c2ccc(F)cc2)cc1 (stereo unspecified),4,-2.5,13,-0.1,-1.3,-17,-8,2,1.3
O=C(COc1ccccc1)Nc1nc(-c2cccs2)cs1,-7,-0.3,-8,-1.1,0.2,-5,6,-8,-1.8
O=C(Nc1nnc(SCCC2OCCO2)s1)C1CC(=O)N(c2ccccc2)C1 (stereo unspecified),2,-4.2,46,1.4,-3.1,-35,-1,8,1.2
O=C(c1ccco1)N1CCN(Cc2nc(Cc3ccccc3)no2)CC1,-3,-1.7,60*,0.0,-1.9,-10,4,4,-0.1
COc1ccc(NC(=O)NC(C(F)(F)F)C(F)(F)F)cc1,-1,-1.3,34,3.4,0.1,0,-12,4,2.5
COc1ccc(S(=O)(=O)NNC(N)=S)cc1,1,-5.5,-20,-1.4,-3.1,3,-2,4,0.1
CCCCn1ccnc1C(=O)c1cccc(S(=O)(=O)N2CC(C)CC(C)C2)c1 (stereo unspecified),-4,-4.3,9,0.5,-0.9,-29,7,-11,-0.2
Cc1ccc(OC(=O)c2ccc(Cl)c([N+](=O)[O-])c2)cn1,-5,-0.9,35,1.0,-0.4,-2,-14,-13,0.6
O=C(CN1CCc2cc3c(cc2C1)OCCCO3)Nc1ccc(S(=O)(=O)N2CCCC2)cc1,-1,-3.0,6,5.9,-2.4,-11,-16,-13,3.6
